High-throughput results deposited in PubChem BioAssay by National Center for Advancing Translational Sciences (NCATS).
MmCpn inh – blocks the Methanococcus maripaludis chaperonin Mm-Cpn. purified Mm-Cpn ATPase, ADP Transcreener TR-FRET. Potency, µM (top dose mostly 76.9 µM), inactives show top-dose activity, negative = inhibition, hits mostly inhibitors. 0.031% of 330,000 active. AID 504842; note: potency is the fitted concentration of half-maximal effect; % is set by controls: 0 for no effect and ±100 for the full control effect; nearly all actives have a fitted effect of over 80% in size
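Eu-cryptate anti-ADP/ADP-d2 competition gives a ratio inversely related to ADP. Enzyme at 25 nM was pre-exposed to compound for 10 min, then given 10 uM ATP for 30 min, 37°C throughout.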
A549 tox – kills or reduces viability of A549 cells in Nrf2 counter-screen | A549 ARE-Fluc cells, CellTiter-Fluor viability, 18-24 h | Potency, µM (titrated, usually from 46 µM), without a hit: at the highest dose activity change, negative = cytotoxicity, hits mostly inhibitors | 0.16% of 390,000 active | AID 504648; note: potency is the fitted concentration of half-maximal effect; % is set by controls: 0 for no effect and ±100 for the full control effect
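A549 ARE_Fluc cells in 5% FBS OPTI-MEM were exposed to compounds in concentration-response for 18-24 h at 37 deg C. Viability was read by CellTiter-Fluor fluorescence (Ex 405/Em 525) after 30 min, before the luciferase read.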
TGFb inhibitor – blocks TGF-b signaling; HepG2 CAGA-GFP TGF-b/SMAD3 reporter, GFP fluorescence, 18 h; TGF-beta stimulated, 500 pg/mL final; Potency, µM (top dose mostly 46.1 µM), inactives show at the top dose activity, negative = inhibition, actives largely listed as inhibitors; 1.2% of 410,000 active; note: potency is the fitted concentration of half-maximal effect; % is set by controls: 0 for no effect and ±100 for the full control effect; nearly all actives have a fitted effect of over 65% in size
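HEPG2 CAGA-GFP cells (1000/well, DMEM with 1% FBS) were pre-incubated 2 h at 37 degrees C, given compound by pin tool, then stimulated with TGF-beta at 500 pg/mL final for 18 h before per-cell GFP fluorescence imaging.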
Akt phos inh – inhibitors of Akt phosphorylation. Neuro2A IGF-stimulated pAkt S473 HTRF, 20 min; active compounds read low. activity change, % for hits at 50 µM. 0.32% of 360,000 active; in the data active = activity change below about -80%; inconclusive = mostly about -51% to -80%; note: % is set by controls: 0 for no effect and ±100 for the full control effect
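Single-point screen (50 µM final compound) in Neuro2A cells stimulated 20 min with 6 nM IGF at 37 deg C. After lysis, Ser473-phosphorylated Akt read by HTRF (ex 330 nm, em 615/665 nm) as the 665/615 ratio.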
Nrf2 inh – blocks Nrf2 signaling; Potency, µM (doses to about 46 µM), for the others: at the highest dose activity change, negative = inhibition, actives largely listed as inhibitors; 2.1% of 360,000 active; A549 ARE-Fluc reporter, luciferase luminescence, 18-24 h; note: potency is the fitted concentration of half-maximal effect; % is set by controls: 0 for no effect and ±100 for the full control effect; nearly all actives have a fitted effect of over 60% in size
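Quantitative HTS in A549 cells stably bearing an antioxidant response element-firefly luciferase construct. Inhibition of Nrf2-driven transcription was scored by luminescence after 18-24 h of compound exposure at 37 °C.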
HepG2 tox – HepG2 cytotoxicity, counter-screen for TGF-b inhibitors | HepG2 CAGA-GFP viability, ATP luminescence, 18 h | Potency, µM (highest dose often 46.1 µM), inactives show at the top dose activity change, negative = cytotoxicity, most hits filed as cytotoxic | 0.76% of 410,000 active; note: potency is the fitted concentration of half-maximal effect; some results filed as inactive show a strong effect at the top dose
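CellTiter-Glo luminescence gave cytotoxicity after 18 hours at 37 degrees C. The cells were HepG2 CAGA-GFP in 1% FBS DMEM, stimulated with 500 pg/mL TGF-beta after compound addition. %Activity was normalised to no-cell wells (complete cell-killing) and DMSO (no toxicity), and curves were fitted and classified.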
CCT modulator – changes cytosolic chaperonin activity; activity change, % (no concentration beside the values), hits read low; 0.3% of 360,000 active; purified chaperonin ATPase assay, HTRF ADP detection, 30 min; AID 651819; in the data active = activity change below about -30%; note: % is set by controls: 0 for no effect and ±100 for the full control effect
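Nucleotide hydrolysis assay: TRiC at 20–40 nM final (set by batch activity) with 10 uM ATP, 30 min at 37 °C, in presence of 76 uM compound. Detection by competitive ADP HTRF, 30 min ambient.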
Abeta rescue – A-beta toxicity reversal in yeast; 0.063% of 410,000 active; yeast expressing A-beta42, growth rescue, OD600, 48 h; response scale: 0% DMSO, 100% iron-clioquinol control; AID 1347071; Potency, µM (doses to about 46.1 µM), without a hit: at the top dose growth rescue, hits mostly activators; note: potency is the fitted concentration of half-maximal effect; nearly all actives have a fitted effect of over 55% in size
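Yeast growth medium received pinned compounds, then yeast cells expressing toxic A-beta were added; plates incubated at 30 C for 48 hr. Growth read as absorbance at 600 nm, normalized to DMSO and equimolar FeCl3 plus clioquinol controls.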
Nrf2 activator – Nrf2 pathway activation | Potency, µM (doses to about 46.1 µM), for the others: top-dose activation, hits mostly activators | 0.31% of 410,000 active | AREc32 ARE-luciferase reporter (MCF7-derived line), luminescence, 24 h | AID 624171; note: potency is the fitted concentration of half-maximal effect; % of control where 0% means no effect; nearly all actives have a fitted effect of over 65% in size
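Each well held 1000 AREc32 cells, which were incubated with compound for 24 hr at 37 deg C after overnight attachment, and ARE reporter activity was quantified by firefly luciferase luminescence.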
Active calls of the source: *; & = joins results of further samples; [ ] = remark or other dose. Unless noted, calls come from the whole dose curve; as a rule, active = well fitted curve in the direction sought with a large enough effect; inconclusive = small, poorly fitted or top-dose-only effect, or another doubt; inactive = no such curve, though single readings can be large; an effect the other way counts as inactive or inconclusive.

For CCCc1cc(C(=O)N2CCC(N3CCC(C(=O)NC(C)C)CC3)CC2)n(C)n1 the results were MmCpn inh 1.3%, A549 tox -3.1%, TGFb inhibitor -1.6%, Akt phos inh inactive, Nrf2 inh 15.9%, HepG2 tox 3.4%, CCT modulator 0.8, Abeta rescue 2.2% and Nrf2 activator -0.2%.
Screening Cc1cc(NCc2ccccn2)n2nc(C)c(-c3ccccc3)c2n1 returned MmCpn inh 1.5%, A549 tox -2.5%, TGFb inhibitor 11.2µM*, Akt phos inh inactive, Nrf2 inh inconclusive, HepG2 tox -34.8%, CCT modulator 2.3, Abeta rescue 0.4% and Nrf2 activator 6.3%.
Screening COc1ccc(Cc2nc3ccc(C(=O)NC4CCOC4)cc3o2)cc1OC (stereo not drawn) returned TGFb inhibitor -9.4%, Akt phos inh inactive, HepG2 tox -4.8%, CCT modulator 0.7, Abeta rescue -8.8% and Nrf2 activator 4.0%.
O=C(Nc1nc2cc3c(cc2s1)OCCO3)c1ccco1 was read as MmCpn inh 0.0%, A549 tox -7.7%, TGFb inhibitor 8.1%, Akt phos inh inactive, HepG2 tox -63.8%, CCT modulator -2.0, Abeta rescue -37.6%[inhibitor] and Nrf2 activator -2.5%.
CCN(CCO)Cc1csc2ccc(Cl)cc12 was read as MmCpn inh -0.3%, A549 tox -8.3%, TGFb inhibitor 0.8%, Akt phos inh inactive, Nrf2 inh 8.1%, HepG2 tox -7.1%, CCT modulator 0.4, Abeta rescue -5.3% and Nrf2 activator 0.1%.
Screening CCOc1ccccc1CN1CCNC(=O)C1CC(=O)NCc1cc(C)n(C)n1 (stereo not drawn) returned MmCpn inh -0.4%, A549 tox -1.9%, TGFb inhibitor 2.8%, Akt phos inh inactive, Nrf2 inh 1.3%, HepG2 tox -16.0%, CCT modulator 0.6, Abeta rescue inconclusive and Nrf2 activator -0.5%.
`CNc1nc(OCCNC(=O)Nc2ccccc2)nc(N2CCOCC2)n1` gave MmCpn inh 5.0%, A549 tox -5.9%, TGFb inhibitor 9.9%, Akt phos inh inactive, Nrf2 inh 6.2%, HepG2 tox -16.8%, CCT modulator -1.3, Abeta rescue 1.0% and Nrf2 activator -0.7%.
Screening O=C(COC(=O)c1cccnc1Cl)c1cccc(Cl)c1 returned MmCpn inh 1.4%, A549 tox -1.2%, TGFb inhibitor inconclusive, Nrf2 inh 5.2%, HepG2 tox 1.8%, CCT modulator 0.0, Abeta rescue 23.4% and Nrf2 activator -0.2%.
For O=C(O)c1cnc(-c2ccccc2)nc1Sc1cccc(Cl)c1 the results were MmCpn inh 2.1%, A549 tox -0.9%, TGFb inhibitor 5.7%, Akt phos inh inactive, Nrf2 inh -1.6%, HepG2 tox -29.4%, CCT modulator -0.5, Abeta rescue -12.8% and Nrf2 activator -0.2%.
For O=C(CN1C(=O)CC(c2ccco2)Sc2ccccc21)Nc1ccc(OC(F)(F)F)cc1 (stereo not drawn) the results were A549 tox 12.4%, TGFb inhibitor 19.6%, Nrf2 inh 0.8%, HepG2 tox -1.8%, Abeta rescue -2.1% and Nrf2 activator -0.3%.
COC(=O)Cc1nc2c(N)nc(N)nc2[nH]c1=O was read as A549 tox -0.7%, TGFb inhibitor 15.6%, Akt phos inh inactive, Nrf2 inh 0.9%, HepG2 tox 2.4%, CCT modulator -1.6, Abeta rescue 9.0% and Nrf2 activator 0.6%.
For Cc1ccc(CNC(=O)COC(=O)c2ccc(Br)cc2)cc1 the results were MmCpn inh -1.9%, A549 tox 1.3%, TGFb inhibitor -3.8%, Akt phos inh inactive, Nrf2 inh 13.6%, HepG2 tox 11.0%, CCT modulator -1.7, Abeta rescue 2.1% and Nrf2 activator -0.3%.
`CCCCNC(=O)C1(C)CCC(=O)N1c1cc(C(C)(C)C)nn1C` (stereo not drawn) gave TGFb inhibitor -4.2%, Akt phos inh inactive, HepG2 tox 5.3%, CCT modulator -2.4, Abeta rescue -11.6% and Nrf2 activator 0.0%.
`CC1CN(C(=O)c2cc3cc(Cl)ccc3[nH]2)CC(C)O1` (stereo not drawn) gave MmCpn inh -0.2%, A549 tox 8.3%, TGFb inhibitor inconclusive, Akt phos inh inactive, Nrf2 inh 10.8%, HepG2 tox -0.5%, CCT modulator 0.0, Abeta rescue -7.0% and Nrf2 activator 6.6%.
`CCN(C(=O)COC(=O)c1c(NC(C)=O)sc(C)c1C)C1CCS(=O)(=O)C1` (stereo not drawn) gave MmCpn inh -0.3%, A549 tox 2.7%, TGFb inhibitor -0.7%, Akt phos inh inactive, Nrf2 inh -6.8%, HepG2 tox -17.8%, CCT modulator -0.3, Abeta rescue -8.6% and Nrf2 activator 0.2%.
For Cc1nc(NCCc2ccccc2F)c(C#N)c(C)c1[N+](=O)[O-] the results were MmCpn inh -0.2%, A549 tox 0.9%, TGFb inhibitor -19.9%, Akt phos inh inactive, Nrf2 inh -28.2%, HepG2 tox -15.6%, CCT modulator -0.7, Abeta rescue -1.5% and Nrf2 activator 9.7%.
For CCCc1cc(=O)oc2cc(C)cc(OC(C)C(=O)NCc3ccncc3)c12 (stereo not drawn) the results were MmCpn inh 0.4%, A549 tox 5.9%, TGFb inhibitor -3.2%, Akt phos inh inactive, Nrf2 inh 7.7%, HepG2 tox 1.2%, CCT modulator -0.9, Abeta rescue 4.2% and Nrf2 activator 2.4%.
Screening Cc1ccc(NC(=O)CN(C)C(=O)CCCN2C(=O)c3ccccc3C2=O)cc1 returned MmCpn inh -5.5%, A549 tox 6.4%, TGFb inhibitor -4.6%, Akt phos inh inactive, Nrf2 inh 6.9%, HepG2 tox -5.4%, CCT modulator -1.3, Abeta rescue 11.2% and Nrf2 activator 1.9%.
For Cc1ccccc1Cn1c(=O)n(CCCCCC(=O)NCc2ccc3c(c2)OCO3)c(=O)c2sccc21 the results were A549 tox -2.9%, TGFb inhibitor -18.3%, Nrf2 inh 4.4%, HepG2 tox 4.9%, Abeta rescue -9.0% and Nrf2 activator 0.1%.
For Clc1ccc(/C=N/NC(=Nc2ccccc2)c2ccccn2)c(Cl)c1 the results were MmCpn inh 0.9%, A549 tox -0.7%, TGFb inhibitor -23.5%, Akt phos inh inactive, Nrf2 inh inconclusive, HepG2 tox 0.1%, CCT modulator 0.0, Abeta rescue -19.3% and Nrf2 activator 9.8%.

The final 2 compounds of the section before open the next one:
For Cc1ccccc1Cn1c(=O)n(CCCCCC(=O)NCc2ccc3c(c2)OCO3)c(=O)c2sccc21 the results were A549 tox -2.9%, TGFb inhibitor -18.3%, Nrf2 inh 4.4%, HepG2 tox 4.9%, Abeta rescue -9.0% and Nrf2 activator 0.1%.
For Clc1ccc(/C=N/NC(=Nc2ccccc2)c2ccccn2)c(Cl)c1 the results were MmCpn inh 0.9%, A549 tox -0.7%, TGFb inhibitor -23.5%, Akt phos inh inactive, Nrf2 inh inconclusive, HepG2 tox 0.1%, CCT modulator 0.0, Abeta rescue -19.3% and Nrf2 activator 9.8%.
O=C(Nc1ccccc1Cl)N1CCSc2ccccc21 was read as MmCpn inh 1.7%, A549 tox -18.8%&11.6%, TGFb inhibitor -4.0%&-10.5%, Akt phos inh inactive, Nrf2 inh -13.2%, HepG2 tox -2.4%&5.9%, CCT modulator -0.3, Abeta rescue 9.9%&-6.3% and Nrf2 activator -0.6%&-0.4%.
Screening Cc1ccc(C)c(NC(=O)CCCn2c(C)c3cnn(-c4ccccc4)c(=O)c3c2C)c1 returned A549 tox 4.2%, TGFb inhibitor inconclusive, Nrf2 inh -4.3%, HepG2 tox -10.6%, Abeta rescue -20.9% and Nrf2 activator 6.9%.
Screening CCCC(CCC)C(=O)Oc1cc(C)[nH]c(=O)c1[N+](=O)[O-] returned MmCpn inh 1.6%, A549 tox 1.5%, TGFb inhibitor 5.9%, Akt phos inh inactive, Nrf2 inh -3.7%, HepG2 tox -7.4%, CCT modulator -4.7, Abeta rescue 4.2% and Nrf2 activator -0.5%.
Screening CN(C)c1ncnc2c1ccn2C1OC(CO)C(O)C1O (stereo not drawn) returned A549 tox -8.3%, TGFb inhibitor 0.224µM*, Akt phos inh inactive, Nrf2 inh inconclusive, HepG2 tox 0.126µM*, CCT modulator -4.1, Abeta rescue -14.8% and Nrf2 activator -1.3%.
For O=C(CN1CCOc2ccccc21)NCc1ccc(F)cc1 the results were MmCpn inh 0.0%, A549 tox -9.3%, TGFb inhibitor 2.2%, Akt phos inh inactive, Nrf2 inh 3.7%, HepG2 tox -7.6%, CCT modulator 0.1, Abeta rescue -14.2% and Nrf2 activator 6.9%.
Screening COc1ccc(CNc2ccc(C)c(C)c2)c(OC)c1OC returned MmCpn inh -1.2%, A549 tox 18.0%, TGFb inhibitor -9.2%, Akt phos inh inactive, Nrf2 inh 0.0%, HepG2 tox -27.2%, CCT modulator 0.9, Abeta rescue 18.5% and Nrf2 activator 0.1%.
Screening C=CCC(C(=O)c1ccccc1)[N+](C)(C)CC=C (stereo not drawn) returned MmCpn inh 1.0%, A549 tox 3.5%, TGFb inhibitor 8.0%, Akt phos inh inactive, Nrf2 inh 6.0%, HepG2 tox -4.4%, CCT modulator -2.3, Abeta rescue 1.3% and Nrf2 activator -0.2%.
For CCC1(c2ccc(C)cc2)NC(=O)N(CC(=O)Nc2cccc(S(=O)(=O)N3CCCC3)c2)C1=O (stereo not drawn) the results were MmCpn inh -4.3%, A549 tox -0.6%, TGFb inhibitor inconclusive, Akt phos inh inactive, Nrf2 inh inconclusive, HepG2 tox -26.9%, CCT modulator 0.5, Abeta rescue 4.7% and Nrf2 activator 0.8%.
